Screening data: PubChem BioAssay, National Center for Advancing Translational Sciences (NCATS)
BRCA1 expr act = activators of BRCA1 expression | Potency, µM (highest dose often 46.1 µM), for inactives: top-dose activation, most hits filed as activators | AID 624202 | actives 1.1% (n = 380,000) | MCF7-BRCA1-FFLuc reporter, luminescence, 48 h; response scale: scaled: vehicle 0%, 10 µM genistein 100%; also: potency is read from the fitted curve at half-maximal effect; nearly all actives have a fitted effect of over 80% in size; some results filed as inactive show a strong effect at the top dose
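Compounds are tested at multiple concentrations on MCF7 BRCA1-luciferase reporter cells seeded at 2000 per well; after 48 h, a single luminescence end-point is taken and curves fitted to the normalized data.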
Eya2 phos inh = inhibitors of human Eya2 phosphatase activity; O00167; Potency, µM (titrated, usually from 76.9 µM), for the others: at the top dose activity, negative = inhibition, hits mostly inhibitors; recombinant Eya2, OMFP fluorescence dephosphorylation (OMFP is methylfluorescein phosphate); actives 0.006% (n = 330,000); AID 488837; also: potency is read from the fitted curve at half-maximal effect; % is scaled to controls: 0 for no effect and ±100 for the full control effect
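Eya2 protein (added as 0.2 uM solution) was preincubated with compound for 10 min at ambient temperature in 50 mM HEPES pH 7.5, 50 mM NaCl, 5 uM MgCl2, 0.05% BSA, 1 mM DTT. OMFP (added at 50 uM) then reacted 10 min; fluorescence read at 485/525 nm.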
a7 integrin act = integrin-mediated muscular dystrophy alleviation activation; alpha7betagal myoblasts, beta-gal FDG fluorescence, 48 h; Potency, µM (highest dose often 38.3 µM), inactives show at the highest dose activation, actives largely listed as activators; actives 0.064% (n = 350,000);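 also: potency is read from the fitted curve at half-maximal effect; 100% = response of the positive control SU9516; nearly all actives have a fitted effect of over 60% in size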
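Alpha7betagal+/- myoblasts (passage 13) were plated 16-24 hr, then exposed to compounds (1:260 dilution of DMSO stock) for 48 hours at 37C. After MPER lysis, β-galactosidase reporter activity was read as FDG fluorescence (ex 480/em 540) after 30 minutes.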
uPA surface inh = inhibitors of cell surface uPA generation; cell surface uPA generation assay, qHTS; Potency, µM (top dose mostly 38.3 µM), without a hit: at the highest dose activity change, negative = inhibition, actives largely listed as inhibitors; actives 0.31% (n = 330,000); active = well fitted inhibition curve with a large enough effect; inconclusive = small, poorly fitted or top-dose-only effect; inactive = no such curve, though single readings can be large or run the other way; tested in mouse RAW 264.7 cells; also: potency is read from the fitted curve at half-maximal effect; % is scaled to controls: 0 for no effect and ±100 for the full control effect; nearly all actives have a fitted effect of over 55% in size
TRPV1 ag = human TRPV1 agonism; Q8NER1; TRPV1-expressing cells, Fluo-8 calcium influx, agonist mode; activation, % at 8.33 µM; actives 0.19% (n = 320,000); AID 540275; in the data active = activation above about 80%; inconclusive = between about 30% and that limit; also: 0% is about no effect
Target sequence (Q8NER1 whole entry, looked up): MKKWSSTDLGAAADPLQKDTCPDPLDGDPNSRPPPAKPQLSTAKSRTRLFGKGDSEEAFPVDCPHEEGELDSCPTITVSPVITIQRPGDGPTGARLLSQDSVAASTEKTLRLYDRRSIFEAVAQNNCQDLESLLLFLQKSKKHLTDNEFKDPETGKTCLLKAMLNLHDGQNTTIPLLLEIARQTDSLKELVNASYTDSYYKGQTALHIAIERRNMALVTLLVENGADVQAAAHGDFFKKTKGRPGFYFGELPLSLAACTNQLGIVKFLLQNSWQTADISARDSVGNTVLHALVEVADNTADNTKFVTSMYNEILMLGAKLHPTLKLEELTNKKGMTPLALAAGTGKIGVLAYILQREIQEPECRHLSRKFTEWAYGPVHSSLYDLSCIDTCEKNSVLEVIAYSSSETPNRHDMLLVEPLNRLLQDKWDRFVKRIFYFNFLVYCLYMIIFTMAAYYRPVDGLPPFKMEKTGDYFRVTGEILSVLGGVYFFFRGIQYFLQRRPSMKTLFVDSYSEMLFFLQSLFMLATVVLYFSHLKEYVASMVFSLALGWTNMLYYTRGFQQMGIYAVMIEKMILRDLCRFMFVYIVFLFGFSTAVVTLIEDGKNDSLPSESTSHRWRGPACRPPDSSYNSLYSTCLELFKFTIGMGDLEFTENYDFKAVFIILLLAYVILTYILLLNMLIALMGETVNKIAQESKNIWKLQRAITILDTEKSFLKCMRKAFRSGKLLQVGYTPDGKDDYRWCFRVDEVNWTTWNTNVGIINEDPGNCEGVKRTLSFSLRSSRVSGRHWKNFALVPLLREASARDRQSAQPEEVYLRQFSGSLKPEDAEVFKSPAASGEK
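Cells expressing TRPV1 were dye-loaded with Fluo-8 and read kinetically: 10 s baseline, 3 min after compound (agonist portion), then 2 min after EC20 capsaicin (allosteric enhancer portion). Calcium-bound dye fluorescence at 480/520 nm.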
B2AR arrestin = recruits beta-arrestin to the human beta2-adrenergic receptor | P07550 | beta-arrestin recruitment to beta2AR, cell-based reporter | Potency, µM (titrated, usually from 46.1 µM), inactives show at the top dose activation, actives largely listed as activators | actives 0.02% (n = 330,000) | AID 492947;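 also: potency is read from the fitted curve at half-maximal effect; 0% = DMSO controls and full agonism = EC100 isoproterenol or metaproterenol; nearly all actives have a fitted effect of over 65% in size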
ELG1 genotoxic = inducers of genotoxicity in HEK293T ELG1-luciferase cells; actives 1.3% (n = 330,000); Potency, µM (titrated, usually from 46 µM), for the others: top-dose activity change, positive = activation, actives largely listed as activators; HEK293T ELG1-luciferase reporter, luminescence, 16 h; also: potency is read from the fitted curve at half-maximal effect; % of control where 0% means no effect; nearly all actives have a fitted effect of over 60% in size
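Screening used a luciferase reporter fused to human ELG1 in HEK293T cells. Luminescence was read on a CCD plate imager after 16 hr exposure and 30 min ONE-Glo incubation.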
USP2a inh = inhibitors of human ubiquitin-specific protease USP2a | Potency, µM (doses to about 38.3 µM), for the others: top-dose activity change, negative = inhibition, usual class: inhibitors | USP2 core, Ub-CHOP2 coupled fluorogenic reporter, 485/531 | O75604 | actives 0.01% (n = 330,000);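 also: potency is read from the fitted curve at half-maximal effect; plate controls were DMSO wells for no effect and full inhibition by NEM control for full effect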
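USP2 core (10nM final) preincubated 30min RT with compound in 20mM Tris-HCl pH 8.0, 2mM CaCl2, 2mM beta-mercaptoethanol, 0.05% CHAPS; 25nM Ub-CHOP2 plus 25nM reporter substrate added, fluorescence (Ex485/Em531) read after 60min.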
TSG101-PTAP inh = blocks PTAP/TSG101 interaction to inhibit HIV-1 budding; Fluorescence polarization, FITC-PTAP peptide / Tsg101 binding; Potency, µM (series often up to 115 µM), without a hit: top-dose activity change, negative = inhibition, hits mostly inhibitors; 340,000 tested, under 10 active; active = well fitted inhibition curve with a large enough effect in the main read-out, with a control signal flat, not every such curve was filed as active; inconclusive = small, poorly fitted or top-dose-only effect, or effect the other way, or a change in a side signal; inactive = no such curve, though single readings can be large or run the other way; also: potency is read from the fitted curve at half-maximal effect; % of control where 0% means no effect
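Compounds were pin-transferred onto Tsg101 binding domain (10 uM final) in HEPES pH 7.5 buffer, then FITC-PTAP peptide was added at 50 nM final. After 20 min at RT, polarization reported peptide displacement across a qHTS concentration series.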
p53 reactivation = restores transcriptional activity of mutant p53 | H1299 p53-A138V BP100-luciferase reporter, luminescence, 24 h | Potency, µM (highest dose often 92.2 µM), inactives show at the top dose activity change, positive = activation, usual class: activators | actives 0.063% (n = 320,000) | AID 504706; also: potency is read from the fitted curve at half-maximal effect; % of control where 0% means no effect; nearly all actives have a fitted effect of over 45% in size
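p53-null H1299 cells stably carrying temperature-sensitive p53-A138V and a BP100-luciferase reporter were pinned with compounds (4-point, 1:5 series) and held 24 hrs at 37 deg C. Luminescence was read 10 min after detection reagent.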
S-ASM inh = inhibitors of human secretory acid sphingomyelinase. P17405. placental ASM, HMU-PC fluorogenic substrate, 60 min. Potency, µM (series often up to 57.5 µM), for inactives: top-dose activity change, negative = inhibition, usual class: inhibitors. actives 0.006% (n = 340,000). AID 504937; also: potency is read from the fitted curve at half-maximal effect
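HMU-PC0 cleavage (9 uM final) by human placental ASM, 60 min at 37 °C following 10 min compound exposure at RT; stopped at pH 10, fluorescence Ex 386/Em 447 nm.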
* marks the source's active call; other numbers are inactive results; ? = inconclusive; / = no result given; [ ] = another dose, or the depositor's remark. Unless noted, calls follow the shape of the dose curve; as a rule, active = well fitted curve in the direction sought with a large enough effect; inconclusive = small, poorly fitted or top-dose-only effect, or another doubt; inactive = no such curve, though single readings can be large; an effect the other way counts as inactive or inconclusive.

#1 CN(C)c1ccc(C(C(=O)NC2CCCC2)N(Cc2cccnc2)C(=O)c2snc(C(N)=O)c2N)cc1 (stereo unspecified)
#2 COc1ccc2nc(N3C(=O)/C(=C/c4ccccc4)NC3=S)sc2c1
#3 C1CN(CC23CC4CC(CC(C4)C2)C3)CCO1
#4 O=C(OCCN1CCCCC1)c1ccc(O)cc1
#5 CN(CCC1CCOCC1)C(=O)C1CCC(=O)N(CCc2ccccc2)C1 (stereo unspecified)
#6 O=C(COc1cnc2ccccc2n1)NCCC1=CCCCC1
#7 COc1cc(NC(=O)C2CC(c3ccc(Cl)cc3)=NO2)cc(OC)c1OC (stereo unspecified)
#8 O=c1[nH]c(/C=C/c2ccc([N+](=O)[O-])cc2)c([N+](=O)[O-])c(=O)[nH]1
#9 CCN(CC)S(=O)(=O)c1ccc(N2CCOCC2)c(NC(=O)CN2C(=O)NC3(CCCC3)C2=O)c1
#10 COc1ccccc1C(=O)COC(=O)Cn1c(C)csc1=O

screen / no.,1,2,3,4,5,6,7,8,9,10
BRCA1 expr act,-14%,-51%,15%,27%,-14%,-4%,3%,0%,-23%,1%
Eya2 phos inh,-2%,1%,2%,0%,-5%,14%,-10%,15%,/,12%
a7 integrin act,21%,14%,1%,-7%,23%,11%,-20%,?,19%,-3%
uPA surface inh,3%,1%,-9%,/,24%,2%,16%,-2%,-21%,1%
TRPV1 ag,26,0,9,-7,0,-4,-3,1,/,0
B2AR arrestin,0.3%,-0.4%,0.4%,-0.2%,-0.2%,0.2%,-1.0%,-1.0%,/,0.2%
ELG1 genotoxic,-7%,-4%,-2%,14%,2%,-2%,-3%,8%,/,2%
USP2a inh,3%,7%,-4%,3%,-2%,3%,-1%,-1%,/,10%
TSG101-PTAP inh,2%,14%,-8%,0%,0%,-5%,-7%,-8%,-2%,-2%
p53 reactivation,0%,8%,1%,23%,-2%,-2%,9%,-9%,/,7%
S-ASM inh,3%,-13%,5%,2%,0%,7%,-9%,-2%,3%,2%

#11 O=C(O)C(CCc1ccccn1)c1ccccc1 (stereo unspecified)
#12 COc1cc(/C=N\NC(=O)c2ccc(Cn3cc(Br)c([N+](=O)[O-])n3)o2)cc(OC)c1O
#13 O=C(CCCCO)CCCCCCCC[C@H]1N[C@H](CO)[C@H](O)[C@@H]1O[C@@H]1O[C@H](CO)[C@@H](O)[C@H](O)[C@H]1O
#14 CC(C)Cn1c(N)c(C(=O)CSc2nnnn2-c2ccc(Cl)cc2)c(=O)n(C)c1=O
#15 COc1ccc(C(=O)O)cc1S(=O)(=O)NCc1ccncc1
#16 Cc1ccc(S(=O)(=O)NC2CCCC2)cc1C(N)=O
#17 O=C(Cn1c(=O)c2c(ncn2Cc2ccccc2)n(Cc2ccccc2)c1=O)NC1CC1
#18 O=C1C(Cl)=C(NCC2CCCO2)C(=O)N1c1ccccc1 (stereo unspecified)
#19 Cc1ccc(Cc2c[nH]c(=S)s2)cc1
#20 O=C(CSc1nnc(Cc2cccs2)n1Cc1ccco1)Nc1ccc(Cl)cc1Cl

screen / no.,11,12,13,14,15,16,17,18,19,20
BRCA1 expr act,-16%,0%,-2%,7%,-5%,11%,-13%,0%,0%,-5%
Eya2 phos inh,/,-3%,3%,/,-17%,-3%,-26%,16%,1%,2%
a7 integrin act,17%,-19%,15%,23%,14%,20%,-5%,-8%,14%,22%
uPA surface inh,4%,4%,12%,14%,2%,2%,/,-1%,5%,4%
TRPV1 ag,/,-5,1,/,/,-1,1,-2,-4,-6
B2AR arrestin,/,-0.2%,-0.5%,/,3.0%,-0.5%,-0.1%,-0.2%,0.4%,-0.2%
ELG1 genotoxic,/,1%,-2%,/,1%,0%,6%,-2%,-2%,-11%
USP2a inh,/,-1%,2%,/,3%,-1%,0%,0%,4%,-8%
TSG101-PTAP inh,-4%,-2%,/,3%,-7%,0%,-1%,-5%,0%,-1%
p53 reactivation,/,-13%,3%,/,0%,7%,2%,29%,24%,-6%
S-ASM inh,3%,11%,-1%,-1%,9%,6%,4%,-1%,1%,-6%

Continued, overlapping the part above by three compounds.
#18 O=C1C(Cl)=C(NCC2CCCO2)C(=O)N1c1ccccc1 (stereo unspecified)
#19 Cc1ccc(Cc2c[nH]c(=S)s2)cc1
#20 O=C(CSc1nnc(Cc2cccs2)n1Cc1ccco1)Nc1ccc(Cl)cc1Cl
#21 CSc1cccc(NC(=O)CCn2c(=O)c3cccn3c3cccnc32)c1
#22 COC(=O)CSCC(=O)Nc1cc2c(cc1C(C)=O)OCO2
#23 NC(=S)Nc1ncc(C(F)(F)F)cc1Cl
#24 CCOC(=O)C(Cc1ccccc1)NS(=O)(=O)c1ccc(NC(C)=O)cc1 (stereo unspecified)
#25 O=C(Nc1nc(-c2ccc(Cl)cc2)cs1)C1CCCO1 (stereo unspecified)
#26 CCOC(=O)c1c(SC)[nH]c2c(Cl)cccc2c1=O
#27 Cc1ccc(C)c(SCC(=O)NNC(=O)c2ccccc2)c1
#28 O=C(Oc1cccc(-n2cnnn2)c1)c1ccccc1
#29 COCCCNC(=O)CC(NS(=O)(=O)c1ccc(C)cc1)c1ccc(OC)cc1 (stereo unspecified)
#30 Cc1ccc(CNC(=O)Cn2nnc(C(=O)Nc3ccc(Br)cc3)c2N)cc1

screen / no.,18,19,20,21,22,23,24,25,26,27,28,29,30
BRCA1 expr act,0%,0%,-5%,-48%,-7%,-7%,-1%,6.3µM*,-10%,-11%,5%,-6%,10%
Eya2 phos inh,16%,1%,2%,1%,16%,6%,8%,-5%,-25%,1%,14%,-8%,1%
a7 integrin act,-8%,14%,22%,0%,4%,?,29%,?,?,-26%,-11%,21%,-10%
uPA surface inh,-1%,5%,4%,3%,4%,-1%,-4%,-1%,6%,2%,6%,-1%,2%
TRPV1 ag,-2,-4,-6,7,3,0,-3,?,0,2,5,1,0
B2AR arrestin,-0.2%,0.4%,-0.2%,0.1%,-0.2%,-0.3%,-0.2%,0.3%,0.3%,-0.7%,-1.6%,0.0%,-1.0%
ELG1 genotoxic,-2%,-2%,-11%,1%[9.26 µM],0%,9%,-1%,?,-1%,-2%,2%,-1%,6%
USP2a inh,0%,4%,-8%,3%,0%,0%,0%,-2%,-1%,1%,2%,0%,0%
TSG101-PTAP inh,-5%,0%,-1%,-6%,-3%,-4%,-5%,-1%,-2%,1%,1%,-2%,-3%
p53 reactivation,29%,24%,-6%,-14%,?,-1%,8%,-4%,-1%,-6%,2%,-4%,-4%
S-ASM inh,-1%,1%,-6%,-8%,36%[activator],3%,3%,-4%,0%,-16%,-2%,-2%,-1%

#31 CC(=O)c1ccc(S(=O)(=O)N2CCCC2)cc1
#32 CC(C)(C)c1cc(NC(=O)c2cc(F)c(F)c(F)c2F)no1
#33 CCC(=O)N(CCc1ccccc1C)Cc1cc2ccc(C)cc2[nH]c1=O
#34 O=C(NC1CCCCC1)c1cc(-c2ccc(F)cc2)on1
#35 Cn1c(=O)n(CCOc2ccc([N+](=O)[O-])cc2)c2ccccc21
#36 COc1ccc(CC(=O)Nc2c(C(=O)N3CCN(c4ncccn4)CC3)oc3ccccc23)cc1

screen / no.,31,32,33,34,35,36
BRCA1 expr act,92%,31%,-21%,88%,61%,-2%
Eya2 phos inh,1%,1%,4%,5%,3%,-9%
a7 integrin act,13%,-21%,7%,20%,6%,22%
uPA surface inh,/,-5%,2%,6%,0%,1%
TRPV1 ag,-6,?,?,1,-3,2
B2AR arrestin,0.0%,-0.6%,-1.4%,-0.8%,-0.9%,0.1%
ELG1 genotoxic,?,2%,-8%,16%,8%,-7%
USP2a inh,-4%,-1%,0%,1%,0%,3%
TSG101-PTAP inh,-4%,0%,0%,2%,2%,2%
p53 reactivation,28%,10%,/,19%,0%,-4%
S-ASM inh,7%,-3%,-3%,-2%,-1%,-2%
